BL2 CD40 inh – CD40 pathway inhibition in BL2 cells | hit rate 0.94% among 83,000 | BL2 NF-kB luciferase reporter, CD40L-induced, 4 h | inhibition, % at 10 µM;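 active = mean inhibition of at least 50% with a set share of replicates also reaching that level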;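 also: 0% = neutral control wells and 100% = IKK inhibitor VII at 50 µM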
Starred values were filed as active, the others as inactive; [ ] = dose if it differs, or a comment.

SMILES	BL2 CD40 inh
CN1CCCN(C(=O)c2ccc(Cl)c(S(=O)(=O)N(C)c3ccccc3)c2)CC1	9
CC1CCC2(CC1)NC(=O)N(CC(=O)Nc1nc(-c3ccc(F)cc3)cs1)C2=O (stereo not drawn)	10
O=[N+]([O-])c1ccc(N2CCOCC2)cc1NCc1ccccc1	6
COc1ccc(CCN2CC(C(=O)O)CC2=O)cc1 (stereo not drawn)	4
Cc1ccc(CN(C)C[C@H]2OCc3cn(nn3)CCCC(=O)N([C@@H](C)CO)C[C@@H]2C)cc1	9
CCOC(=O)N1CCN(C(=O)CCn2c(=O)[nH]c3ccsc3c2=O)CC1	1
CCN(CC(=O)NCc1cccs1)C(=O)c1ccc(C)o1	5
Cc1cc(C)c(C#N)c(SCC(=O)Nc2cccc(S(=O)(=O)N3CCCC3)c2)n1	1
COc1ccc(NC(=O)CNC(=O)c2sc3ccccc3c2Cl)c(OC)c1	-10
O=C(CCCN1C(=O)NC2(CCCC2)C1=O)Nc1ccc(Cl)c(S(=O)(=O)N2CCOCC2)c1	7
COc1cccc(CN2CCN(CC#Cc3ccccc3)CC2CCO)c1 (stereo not drawn)	-7
CCN(Cc1nc2cc(Cl)ccc2c(=O)[nH]1)C(=O)c1cc(C2CC2)nn1-c1ccccc1	9
O=C1CC(NS(=O)(=O)c2ccccc2)CN1c1ccc2c(c1)OCCO2 (stereo not drawn)	-7
COc1ccc(NC(=O)Nc2ccc3c(c2)[C@H]2C[C@@H](CC(=O)N4CCN(C)CC4)O[C@H](CO)[C@H]2O3)cc1	3[25 µM]
Cc1ccc(S(=O)(=O)NC(C)(C)C)cc1C(=O)OCC(=O)N1CCCC1=O	-6
CSc1cc2c(cc1C(F)(F)F)N(C(=O)Nc1cccnc1)CC2	-21[25 µM]
O=C(CCCCCn1c(=O)[nH]c2ccccc2c1=O)NCCc1c[nH]c2ccccc12	21
CNC[C@H]1OCCCC[C@@H](C)Oc2ccc(NS(=O)(=O)c3ccc(F)cc3)cc2C(=O)N([C@@H](C)CO)C[C@@H]1C	-5[25 µM]
Fc1ccc(CN2CCCN(Cc3nc(-c4ccc5c(c4)OCO5)no3)CC2)cc1	-18
O=C(Cn1c(NCCO)nc2ccccc21)Nc1ccc2c(c1)OCCCO2	4
CCOc1ccccc1Nc1nnc(SCC(=O)NC2CCS(=O)(=O)C2)s1 (stereo not drawn)	2
Cc1cc(NC(=O)COC(=O)c2nccnc2N)n(-c2ccccc2)n1	6
COc1ccc2c(COC(=O)[C@@H]3CCCN3S(=O)(=O)c3ccc(Cl)cc3)cc(=O)oc2c1	3
C[C@@H]1CN([C@@H](C)CO)C(=O)c2cccc(NS(=O)(=O)c3ccc(F)cc3)c2O[C@H]1CN(C)C(=O)NC1CCCCC1	6[25 µM]
O=C(NCCCN1CCOCC1)C1CCN(S(=O)(=O)c2cccc(Cl)c2Cl)CC1	3
CCOC(=O)C1CCN(C(=O)CCc2c(C)nc3cc(-c4ccccc4)nn3c2C)CC1	-32
N#Cc1c(N)nc2c(c1N)CC(COc1ccccc1)O2 (stereo not drawn)	-100
Cc1ccc(S(=O)(=O)NCC2(c3ccccc3)CCN(C)CC2)cc1	0
CCOC(=O)N1CCN(c2cc3[nH]c(=S)[nH]c3cc2F)CC1	6
O=C(O)C1C2C=CC(C2)C1C(=O)Nc1ccc2c(c1)OCCO2 (stereo not drawn)	23
Cc1c(C)n(Cc2ccc(F)cc2)c2ccc(C(=O)NCCN3CCOCC3)cc12	4
OC[C@@H]1[C@@H](c2ccc(-c3ccc(F)cc3)cc2)[C@H]2CN(Cc3ccncc3)CCCCN12	-11[25 µM]
CC(C)C#Cc1ccc([C@H]2[C@@H](C#N)N(C(=O)C3CC3)[C@@H]2CO)cc1	10[25 µM]
O=C(CSc1nnc2sc3ccccc3n12)NCc1ccco1	-3
CC(=O)N1[C@@H]2CN(CC3CC3)C[C@H]1C2c1ccc(Br)cc1 (stereo partly drawn)	0
O=C(CCNS(=O)(=O)c1cccc2nonc12)N1CCN(c2cccc(Cl)c2)CC1	6
COc1ccc(Sc2nnc(-c3ccccc3)cc2C#N)cc1	1
O=C(NCC1CCCO1)c1cccc(-n2cnnn2)c1 (stereo not drawn)	-10
CC1CCc2c(sc(NC(=O)COC(=O)C3CCCO3)c2C#N)C1 (stereo not drawn)	-36
N#C[C@H]1[C@H](c2ccc(-c3cccc(F)c3)cc2)[C@H](CO)N1C(=O)NC1CCCCC1	20
N#Cc1cccc(-c2ccc([C@@H]3[C@@H](CO)N4CCCCN(Cc5ccccc5F)C[C@H]34)cc2)c1	2[25 µM]
CO[C@H]1CN(C)C(=O)c2ccc(NS(=O)(=O)c3c(C)noc3C)cc2OC[C@H](C)NC[C@H]1C	-1[25 µM]
N#Cc1ccc(-c2ccc3c(c2)[C@H]2[C@H](CCN2C(=O)C2CCCCC2)[C@H](CO)N3)cc1	24[25 µM]
CC(C)(C)[S@@](=O)N1Cc2cc(C(=O)N3CCOCC3)nc(-c3cccc(-c4ccc(C#N)cc4)c3)c2[C@H]1CCO	2[25 µM]
Cc1ccc(NC(=O)COC(=O)CN2CCCCCC2=O)cc1C	7
O=C(COC(=O)C1(c2ccccc2F)CCCC1)N1CCN(C(=O)c2ccco2)CC1	28
CCOC(=O)N1CCC(N2C(=O)c3ccccc3C2Nc2ccc(Cl)cn2)CC1 (stereo not drawn)	6
O=C(NC[C@@H]1[C@@H](c2ccccc2)[C@H](CO)N1Cc1ccccn1)C1CCC1	-4
CCN1CCN(c2oc(-c3ccco3)nc2C#N)CC1	8
COc1cccc(CNC(=O)CCC2CCCN(c3cc(C)nc(N(C)C)n3)C2)c1 (stereo not drawn)	7
CCON1C(=O)C2(CCCCC2)C(=O)C12C=CCCC2 (stereo not drawn)	2
O=S(=O)(NC[C@H]1[C@@H](c2ccccc2)[C@H](CO)N1CC1CC1)c1ccccc1	0[25 µM]
COc1ccc(C(=O)OCCc2sc[n+](CC(=O)c3ccccc3)c2C)cc1	-11
O=C(C[C@@H]1CC[C@H]2NC[C@H](O)COC[C@@H]2O1)Nc1nccs1	2[25 µM]
CCn1ccnc1C(O)c1cccc(OC)c1OC (stereo not drawn)	4
CC(C)Sc1nc2c(c(=O)[nH]c(=O)n2C)n1C	8
C[C@H](CO)N1C[C@H](C)[C@@H](CN(C)C(=O)c2cc(Cl)cc(Cl)c2)OCc2ccccc2-c2ccccc2C1=O	28[25 µM]
CN(C)C(=O)c1ccc(-c2ccc3c(c2)[C@@H]2[C@@H](CCN2Cc2ccc4c(c2)OCO4)[C@@H](CO)N3)cc1	-17[25 µM]
Cn1c(=O)c2c(ncn2CC(=O)N2CCN(c3ccccc3)CC2)n(C)c1=O	4
O=C(C1CCOCC1)N1C[C@@H]2N[C@H](C1)C2c1ccc(-c2cccc(F)c2)cc1 (stereo partly drawn)	3

In a second layout: 3 of the compounds above.
| molecule | BL2 CD40 inh |
| --- | --- |
| C[C@H](CO)N1C[C@H](C)[C@@H](CN(C)C(=O)c2cc(Cl)cc(Cl)c2)OCc2ccccc2-c2ccccc2C1=O | 28[25 µM] |
| CN(C)C(=O)c1ccc(-c2ccc3c(c2)[C@@H]2[C@@H](CCN2Cc2ccc4c(c2)OCO4)[C@@H](CO)N3)cc1 | -17[25 µM] |
| Cn1c(=O)c2c(ncn2CC(=O)N2CCN(c3ccccc3)CC2)n(C)c1=O | 4 |

The listing continues.
SMILES	BL2 CD40 inh
N#CC(C(=O)C12CC3CC(CC(C3)C1)C2)c1nc2ccccc2[nH]1 (stereo not drawn)	-15
CN1CC(=O)N(CC(=O)Nc2ccc(OCc3ccccc3)cc2)C1=O	-44
Cc1nc2c(OCc3ccc(F)cc3)cccn2c1N(C)C(=O)CCC1CCCC1	8
C[C@@H]1CN([C@@H](C)CO)C(=O)c2cc(N(C)C)ccc2O[C@@H]1CN(C)S(=O)(=O)c1cn(C)cn1	-3[25 µM]
Cc1ccc(NC(=O)Nc2nnc([C@H]3C[C@H](O)[C@@H](CO)O3)s2)cc1	-20
CCCS(=O)(=O)N1CCC(C(=O)NCc2ccc3c(c2)OCO3)CC1	9
C[C@@H]1CN([C@H](C)CO)C(=O)c2c(c3ccccc3n2C)-c2ccccc2CO[C@@H]1CN(C)C(=O)Nc1ccc(F)cc1	-6[25 µM]
CCOC(=O)C1CCN(C(=O)COC(=O)c2nn(C)c(=O)c3ccccc23)CC1	-5
O=C(c1ccc2c(c1)OCO2)N1C[C@@H]2[C@H](c3ccccc31)[C@@H](CO)N2Cc1cccnc1	-7[25 µM]
CN1C(=O)c2cc(NC(=O)C3CC3)ccc2OC[C@H]2O[C@@H](CC(=O)NCc3ccccc3F)CC[C@H]21	-1
CCCC#Cc1ccc([C@@H]2[C@@H](CO)N(S(=O)(=O)c3cccc(F)c3)[C@H]2C#N)cc1	-5[25 µM]
CCCC#Cc1ccc([C@@H]2[C@@H](C#N)N(C(=O)C3CCC3)[C@H]2CO)cc1	-5
O=C(Cn1cnc2c(cnn2-c2ccc(F)cc2)c1=O)N1CCN(c2ccccc2)CC1	-2
CC1(C)C/C(=N\NC(=S)Nc2ccccc2F)c2cc(O)ccc2O1	16
O=C(Nc1ccccc1F)N1C[C@@H]2[C@H](c3ccccc31)[C@@H](CO)N2C(=O)Cc1cccnc1	-35[25 µM]

Entries listed so far with a furan ring, fused or not (4):
SMILES	BL2 CD40 inh
CCN(CC(=O)NCc1cccs1)C(=O)c1ccc(C)o1	5
O=C(CSc1nnc2sc3ccccc3n12)NCc1ccco1	-3
O=C(COC(=O)C1(c2ccccc2F)CCCC1)N1CCN(C(=O)c2ccco2)CC1	28
CCN1CCN(c2oc(-c3ccco3)nc2C#N)CC1	8

Returning to the listing, starting five compounds before the break.
SMILES	BL2 CD40 inh
CCCC#Cc1ccc([C@@H]2[C@@H](CO)N(S(=O)(=O)c3cccc(F)c3)[C@H]2C#N)cc1	-5[25 µM]
CCCC#Cc1ccc([C@@H]2[C@@H](C#N)N(C(=O)C3CCC3)[C@H]2CO)cc1	-5
O=C(Cn1cnc2c(cnn2-c2ccc(F)cc2)c1=O)N1CCN(c2ccccc2)CC1	-2
CC1(C)C/C(=N\NC(=S)Nc2ccccc2F)c2cc(O)ccc2O1	16
O=C(Nc1ccccc1F)N1C[C@@H]2[C@H](c3ccccc31)[C@@H](CO)N2C(=O)Cc1cccnc1	-35[25 µM]
Cc1nc2cc(NS(=O)(=O)c3cccc4cccnc34)ccc2s1	13
CCNC(=S)N(Cc1cc2c(C)ccc(C)c2[nH]c1=O)C1CCCC1	-1
O=C(CNS(=O)(=O)c1ccc2ccccc2c1)OCc1nnc(-c2ccccc2)o1	-6
CC(=O)Nc1ccc2c(c1)C(=O)N(C)C[C@H](C)[C@@H](CN(C)S(C)(=O)=O)O2	6
COc1cccc(CNC(=O)C2CCCN(c3nc4ccccc4o3)C2)c1 (stereo not drawn)	3
O=C1NCCCc2nonc21	4
COc1ccc(C2(C(=O)NCc3ccco3)CCCC2)cc1OC	-3
COc1ccccc1C(=O)Nc1ccc2c(c1)OC[C@@H](C)N(C)C[C@@H](C)[C@H](OC)CN(C)C2=O	21
CCCCC[C@H](O)/C=C/[C@@H]1[C@@H](C/C=C\CCCC(=O)O)[C@H]2CO[C@@H]1C2	15
CN1c2ccc(Br)cc2[C@H]2[C@H](CCN2C(=O)C2CC2)[C@H]1CO	-15
COc1ccc(C(CNC(=O)CCNS(=O)(=O)c2ccc(Br)cc2)N2CCOCC2)cc1 (stereo not drawn)	4
O=c1[nH]cnc(O)c1C(c1ccc([N+](=O)[O-])cc1)c1c(O)nc[nH]c1=O	9
Cc1cc(-c2ccccc2)c2nncn2n1	-10
O=C(NCC1CC1)[C@@H]1[C@@H](CO)[C@@H]2Cn3c(cccc3=O)[C@@H]2N1CCC(F)(F)F	11[25 µM]
c1ccc(CCNc2nc(-c3ccncc3)nc3ccccc23)cc1	15
O=C(Nc1ccc2nc(N3CCOCC3)sc2c1)c1ccccc1	-34
CCS(=O)(=O)N1CCCCN2[C@H](CO)[C@H](c3ccc(-c4ccc(C#N)cc4)cc3)[C@@H]2C1	6[25 µM]
CN(C)S(=O)(=O)c1cccc(-c2nnc3n2CCCCC3)c1	19
COc1ccc(NC(=O)C(Cc2ccccc2)NC(=O)c2ccco2)cc1OC (stereo not drawn)	11
CN1c2ccc(Br)cc2[C@H]2[C@H](CCN2C(=O)Cc2ccccc2)[C@H]1CO	-4[25 µM]
Cc1onc(-c2ccccc2)c1C(=O)OCCOc1ccccc1F	-11
Cc1cc(C(=O)CSc2nnc(N)s2)c(C)n1C1CC1	-49
Cn1c(=O)n(CC(=O)Nc2ccccc2)c2ccccc21	0
CCCNC(=O)[C@H]1[C@H](CO)[C@H]2Cn3c(cccc3=O)[C@@H]1N2Cc1cccc(Cl)c1	4[25 µM]
C[C@@H]1CN([C@@H](C)CO)S(=O)(=O)c2ccc(C#Cc3cccc(F)c3)cc2O[C@H]1CN(C)S(=O)(=O)c1cn(C)cn1	12[25 µM]
CC1CN(C(=O)Nc2ccc(Br)cc2Cl)CC(C)O1 (stereo not drawn)	2
COc1cc(/C=N/NC(=O)c2cccc(S(=O)(=O)N3CCCC3)c2)cc(OC)c1O	-16
CN1CCN(c2ccc(NC(=O)c3ccc4c(c3)OCCO4)cc2Cl)CC1	-13
CCN(CC)S(=O)(=O)c1ccc(NC2CCN(Cc3ccccc3)CC2)nc1	3
O=C(NC1CCCCC1)[C@@H]1[C@@H](CO)[C@@H]2Cn3c(cccc3=O)[C@H]1N2CC1CCCC1	-6
Cc1c(NC(=O)CC2NC(=O)NC2=O)c(=O)n(-c2ccccc2)n1C (stereo not drawn)	1
CC(=O)N1CCc2cc(S(=O)(=O)NCCC(=O)NCCc3ccc(C)cc3)ccc21	12
CN1C(=O)c2cc(NC(=O)Cc3cccs3)ccc2OC[C@@H]2O[C@H](CC(=O)NCCc3ccncc3)CC[C@H]21	-11[25 µM]
COc1cc(-c2cc(NC(C)=O)c3ncc(-c4ccc(F)cc4)n3c2)cc(OC)c1OC	4
CCc1nc(NCCN)c(C#N)c2c1CSC(C)(C)C2	1
Cc1noc(C)c1COC(=O)c1ccc(S(=O)(=O)NCc2ccco2)cc1	-12
CCOc1ccc(NC(=O)CN(C)C(=O)c2sc3ccccc3c2Cl)cc1OCC	7
COc1ccc([C@@H]2C/C=C\C[C@@H](c3ccc4c(c3)OCO4)NC(=O)[C@H](c3ccccc3)CC(=O)N2)c(OC)c1	-2[25 µM]

The list is partial; count on the stated rates, not on these rows.
